# GALK inh = inhibitors of human galactokinase | actives 0.007% (n = 270,000) | Potency, µM (highest dose often 57.5 µM), for the others: top-dose activity change, negative = inhibition, hits mostly inhibitors | P51570 | Purified GALK, Kinase-Glo residual ATP luminescence; further: potency means the concentration at half of the fitted maximal effect; on the % scale 0 is the no-effect control and ±100 the full control effect
#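 Human GALK (5 nM) with 35 uM ATP and 100 uM galactose in 20 mM HEPES pH 8.0, 5 mM MgCl2, 60 mM NaCl, 1 mM DTT, 0.01% BSA. After 1 h at room temperature, leftover ATP was read by Kinase-Glo Plus luminescence.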
# USP2a inh = USP2a (human) protease inhibition; USP2 core, Ub-CHOP2 coupled fluorogenic reporter, 485/531; Potency, µM (top dose mostly 38.3 µM), inactives show at the top dose activity change, negative = inhibition, hits mostly inhibitors; actives 0.01% (n = 330,000); AID 463254;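 further: potency means the concentration at half of the fitted maximal effect; plate controls were DMSO wells for no effect and full inhibition by NEM control for full effect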
#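 Deubiquitinase activity read as fluorescence (485/531 nm) after Ub-CHOP2 cleavage activates the enterokinase reporter on its substrate; USP2 core 10nM, Ub-CHOP2 and substrate 25nM each, 30min compound preincubation then 60min RT; data normalized to NEM, curves fitted.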
# MBNL1 CUG block = blocks human MBNL1 binding to CUG repeat RNA; TR-FRET MBNL1-His/biotin-(CUG)12 binding, 665/545 ratio; Q9NR56; actives 0.036% (n = 280,000); Potency, µM (series often up to 57.5 µM), for inactives: top-dose activity change, negative = inhibition, usual class: inhibitors; active means well fitted inhibition curve with a large enough effect in the signal ratio, with a control signal flat, not every such curve was filed as active; inconclusive means small, poorly fitted or top-dose-only effect, or effect the other way, or a change in a side signal; inactive means no such curve, though single readings can be large or run the other way; the % refers to the signal ratio; further: potency means the concentration at half of the fitted maximal effect; on the % scale 0 is the no-effect control and ±100 the full control effect
#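 MBNL1-His + Biotin-(CUG)12, cpd titration 92 nM–58 uM; Tb anti-His Ab 0.055 ng/ul, SA-XL665 5 nM (final); 60 min RT; ratiometric 665/545 nm, Ex 340 nm; normalized to buffer and full-complex controls.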
# PKM2 activator = activators of human pyruvate kinase M2. P14618. purified PKM2, Kinase-Glo ATP luminescence, activation; response scale: 0% is enzyme alone, no compound. Potency, µM (highest dose often 57.5 µM), for inactives: at the highest dose activation, hits mostly activators. actives 0.34% (n = 260,000); further: potency means the concentration at half of the fitted maximal effect; on the % scale 0 is the no-effect control and ±100 the full control effect; nearly all actives have a fitted effect of over 55% in size
#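 hPK-M2, >95% pure; 0.1 mM ADP / 0.5 mM PEP final; imidazole pH7.2 buffer w/ 7 mM MgCl2, 50 mM KCl; 1 h RT; Kinase-Glo lum. Intermediate enzyme activity for dual inhibitor/activator qHTS.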
# Chronic BCR inh = chronic active BCR signaling inhibition | ABC-DLBCL IkBa-CBG/CBR reporter, luminescence ratio, 4 h | Potency, µM (titrated, usually from 46.1 µM), inactives show at the top dose ratio change, negative = lower green/red ratio, usual class: inhibitors | actives 0.05% (n = 340,000); active means well fitted inhibition curve with a large enough effect in the signal ratio, with a control signal flat, not every such curve was filed as active; inconclusive means small, poorly fitted or top-dose-only effect, or effect the other way, or a change in a side signal; the % refers to the signal ratio;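 further: potency means the concentration at half of the fitted maximal effect; plate controls were basal doxycycline-induced cells for no effect and cells given 10 µM MG132 for full effect; MG132 reads +100%, hits lower the ratio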
#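 TMD8 ABC-DLBCL cells carrying doxycycline-inducible green luciferase fused to IkappaBalpha plus unfused red luciferase were exposed to compounds (up to 46 uM) for 4 hrs at 37C. Activity came from the overlap-corrected green/red luminescence ratio.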
# hERG WT inh = inhibitors of human wildtype KCNH2 potassium channel; Q12809; U2OS, BacMam KCNH2, thallium flux FluxOr; hits give low values; activity change, % at 1.84 µM; actives 0.37% (n = 340,000); AID 720551;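 active means maximum activity change below -70%; inconclusive means maximum activity change between -70% and -50%; inactive means maximum activity change above -50%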; further: on the % scale 0 is the no-effect control and ±100 the full control effect
# Target sequence (Q12809 whole entry, looked up): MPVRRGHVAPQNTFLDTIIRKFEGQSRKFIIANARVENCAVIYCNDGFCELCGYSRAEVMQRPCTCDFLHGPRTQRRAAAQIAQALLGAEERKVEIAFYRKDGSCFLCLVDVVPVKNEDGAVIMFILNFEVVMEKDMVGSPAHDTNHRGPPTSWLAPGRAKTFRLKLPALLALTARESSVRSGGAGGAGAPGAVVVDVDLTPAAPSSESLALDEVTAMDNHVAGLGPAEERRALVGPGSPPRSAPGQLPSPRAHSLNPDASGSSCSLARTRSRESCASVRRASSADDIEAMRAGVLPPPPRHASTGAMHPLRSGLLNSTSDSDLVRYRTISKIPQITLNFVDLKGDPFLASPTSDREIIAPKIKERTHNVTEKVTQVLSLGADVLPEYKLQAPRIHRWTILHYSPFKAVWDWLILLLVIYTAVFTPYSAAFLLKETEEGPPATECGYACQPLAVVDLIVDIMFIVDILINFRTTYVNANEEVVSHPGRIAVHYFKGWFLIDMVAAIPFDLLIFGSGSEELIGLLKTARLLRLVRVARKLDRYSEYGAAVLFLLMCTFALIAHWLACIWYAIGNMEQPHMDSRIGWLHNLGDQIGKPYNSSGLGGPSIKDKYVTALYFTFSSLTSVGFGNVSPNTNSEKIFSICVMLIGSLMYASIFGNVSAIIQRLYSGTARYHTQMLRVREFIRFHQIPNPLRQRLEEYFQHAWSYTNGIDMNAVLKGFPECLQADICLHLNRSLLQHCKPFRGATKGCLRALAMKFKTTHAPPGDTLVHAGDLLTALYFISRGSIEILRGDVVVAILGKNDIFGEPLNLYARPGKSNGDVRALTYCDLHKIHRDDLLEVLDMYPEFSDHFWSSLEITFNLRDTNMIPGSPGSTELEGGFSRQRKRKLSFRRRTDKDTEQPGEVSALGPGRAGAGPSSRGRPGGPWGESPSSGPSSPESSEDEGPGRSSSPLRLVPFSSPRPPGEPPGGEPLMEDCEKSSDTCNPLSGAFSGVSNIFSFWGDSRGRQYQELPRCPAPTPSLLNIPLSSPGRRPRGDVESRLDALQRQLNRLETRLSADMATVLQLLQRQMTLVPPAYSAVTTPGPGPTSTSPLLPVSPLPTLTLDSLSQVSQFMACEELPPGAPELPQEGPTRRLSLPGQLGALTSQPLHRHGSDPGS
#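 U2OS cells were transduced with wild-type KCNH2 virus (2.03 x 10^8 / mL) for 4 h at room temperature, then cultured overnight at 37 C. Thallium flux was read with FluxOr dye. Rate constants were normalized to DMSO controls.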
# TSHR antagonist = human thyrotropin receptor antagonism; P16473; TSHR-expressing cells, TSH-stimulated cAMP HTRF, 2 h; hits give low values; activity change, negative = inhibition, % at 11.5 µM; actives 0.2% (n = 330,000);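 active means activity change below a set negative limit, meaning inhibition stronger than a set level, cut at about -70% in these data; inconclusive means activity change between two set negative limits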; further: on the % scale 0 is the no-effect control and ±100 the full control effect
#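 TSHR-expressing cells, 200/well, pre-treated with compound, then stimulated with EC80 TSH (4nM final) for 2 hours at 37 deg C. cAMP measured by competitive HTRF: anti-cAMP cryptate antibody in lysis buffer plus cAMP-d2, read after 30 minutes at room temperature.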
# Mito fusion yeast = blocks mitochondrial division or promotes mitochondrial fusion. Potency, µM (top dose mostly 46.1 µM), for the others: at the top dose growth rescue (activation), actives largely listed as activators. actives 0.23% (n = 320,000). S. cerevisiae fusion-defective mutant growth rescue, CellTiterGlo 48 h;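 further: potency means the concentration at half of the fitted maximal effect; % of control where 0% means no effect; nearly all actives have a fitted effect of over 45% in size; temperature-sensitive fusion mutants such as fzo1-1 at 37 °C on non-fermentable ethanol glycerol medium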
#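 Yeast fusion mutant, YPEG (non-fermentable carbon), compound, 48 h at 37C non-permissive; CellTiterGlo added, 10 min RT, luminescence read. Rescued growth = division inhibition.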
# Menin-MLL TR inh = displaces Texas Red mutant MLL peptide from human menin; O00255; Menin + Texas Red MLL mutant peptide, fluorescence polarization; Potency, µM (top dose mostly 61.6 µM), without a hit: top-dose FP activity change, negative = inhibition, usual class: inhibitors; actives 0.23% (n = 270,000); AID 1768; active means well fitted inhibition curve with a large enough effect in the polarisation, with a control signal flat, not every such curve was filed as active; inconclusive means small, poorly fitted or top-dose-only effect, or effect the other way, or a change in a side signal; inactive means no such curve, though single readings can be large or run the other way; the % refers to the polarisation; further: potency means the concentration at half of the fitted maximal effect; % of control where 0% means no effect; many of its hits are not listed in these tables
# Eya2 inh = inhibitors of human Eya2 phosphatase activity | O00167 | recombinant Eya2, OMFP fluorescence dephosphorylation (OMFP is methylfluorescein phosphate) | Potency, µM (doses to about 76.9 µM), inactives show at the top dose activity, negative = inhibition, actives largely listed as inhibitors | actives 0.006% (n = 330,000); further: potency means the concentration at half of the fitted maximal effect; on the % scale 0 is the no-effect control and ±100 the full control effect
#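 Eya2 protein (added as 0.2 uM solution) was preincubated with compound for 10 min at ambient temperature in 50 mM HEPES pH 7.5, 50 mM NaCl, 5 uM MgCl2, 0.05% BSA, 1 mM DTT. OMFP (added at 50 uM) then reacted 10 min; fluorescence read at 485/525 nm.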
# S-ASM inh = blocks human secretory acid sphingomyelinase; actives 0.006% (n = 340,000); placental ASM, HMU-PC fluorogenic substrate, 60 min; Potency, µM (top dose mostly 57.5 µM), without a hit: at the highest dose activity change, negative = inhibition, hits mostly inhibitors; P17405; AID 504937; further: potency means the concentration at half of the fitted maximal effect
#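 qHTS format. ASM enzyme prepared from human placenta hydrolyses the fluorogenic substrate HMU-PC0 (9 uM final) over 60 min at 37 °C after a 10 min compound preincubation.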
# Numbers without * were called inactive; u = inconclusive; x = no result given; [ ] = another dose, or the depositor's remark. Unless noted, the call rests on the fitted dose curve; in most records, active means well fitted curve in the direction sought with a large enough effect; inconclusive means small, poorly fitted or top-dose-only effect, or another doubt; inactive means no such curve, though single readings can be large; an effect the other way counts as inactive or inconclusive.
SMILES,GALK inh,USP2a inh,MBNL1 CUG block,PKM2 activator,Chronic BCR inh,hERG WT inh,TSHR antagonist,Mito fusion yeast,Menin-MLL TR inh,Eya2 inh,S-ASM inh
CC(C)(C)n1nc2c(c1NC(=O)c1ccc(Br)o1)CS(=O)C2 (stereo not drawn),1%,7%,-1%,2%,15%,3,-5,-2%,-5%,9%,4%
COc1ccc(N(CC(=O)N/N=C/c2ccc(OC3CSC3)cc2)S(=O)(=O)c2ccccc2)cc1,0%,1%,-11%,10%,-5%,-3,8,1%,-15%,-3%,-4%
CCOc1cc(CN2CCOCC2)cc(C(C)=O)c1,-3%,-2%,-16%,2%,-7%,0,0,0%,-4%,6%,-1%
Cc1c(C(=O)OCC(=O)Nc2ccc(C(N)=O)cc2)cccc1[N+](=O)[O-],10%,-5%,x,-2%,-13%,x,7,-1%,0%,-3%,-3%
CC(C)NC(=O)c1ccccc1NC(=O)CCS(=O)(=O)Cc1ccccc1,1%,-1%,-7%,4%,2%,12,-1,-1%,2%,6%,0%
Cc1ccc(C2CC(=O)NC(SCC(N)=O)=C2C#N)s1 (stereo not drawn),5%,2%,-4%,5%,28%,0,6,-36%[inhibitor],-3%,12%,-3%
Nc1nc(NC(=O)c2cccnc2)nn1-c1ccccc1,2%,2%,3%,-5%,u,-2,7,0%,0%,15%[15.4 µM],5%
O=C(NCC(=O)N1CCN(S(=O)(=O)c2ccc3c(c2)OCCO3)CC1)c1ccccc1F,x,2%,x,x,u,-2,-12,x,x,-10%,-2%
CCN1C(=O)/C(=C\N(C)C)NC1=S,2%,-1%,-9%,3%,0%,-5,-2,0%,9%,3%,0%
C[n+]1cccc(/C=N/NC(=O)CC23CC4CC(CC(C4)C2)C3)c1,7%,1%,u,-3%,-4%,14,3,-5%,x,12%,0%
COCCc1nc2ccc(C(=O)N(C)Cc3cccc(-n4nc(C)cc4C)c3)cc2o1,6%,-2%,-4%,-6%,-1%,4,-11,0%,x,6%,-1%
COc1ccccc1NC(=O)CSc1nnc(NC(=O)C2CC2)s1,17%,0%,-4%,-4%,0%,18,6,-8%,u,-1%,-2%
COc1ccc(OC)c(N2C(=O)CC(Cc3ccc(C)cc3)C2=O)c1 (stereo not drawn),0%,2%,-20%,2%,u,2,-6,9%,-1%,-17%,2%
c1coc(CNc2ncnc3[nH]ncc23)c1,3%,-2%,-14%,22%,-2%,-4,11,1%,0%,-7%,6%
Cc1cc(OCCSc2nnc(-c3cccs3)n2C)ccc1Cl,2%,-7%,88%[activator],-9%,u,-2,-32,9%,u,-4%,-2%
Cc1ccc(-c2cc(N)n[nH]2)cc1,-4%,0%,-1%,1%,u,5,27,-3%,-17%,2%,5%
CN(CCO)S(=O)(=O)c1ccc2c(c1)C(=NO)c1cc(S(=O)(=O)N(C)CCO)ccc1-2,0%,0%,u,14%,12%,-1,-13,-4%,u,-1%,2%
CC1(C)CC(=O)c2cc(OCC(=O)NCCCN3CCN(c4ccccc4F)CC3)ccc2O1,0%,4%,-1%,-2%,0%,26,9,-4%,-23%,-22%,117%[activator]
Cc1[nH]nc(-c2ccc(O)c(C)c2O)c1Oc1ccccc1,0%,-9%,-19%,1%,u,-3,-26,7%,u,-26%,-13%
COc1ccccc1OCCNC(=O)CCS(=O)(=O)c1ccccc1,x,0%,x,x,0%,33,19,x,x,-39%,-1%
C=CCOC(=O)Nc1c(C(=O)OC)[nH]c2ccc(Cl)cc12,0%,-1%,-7%,-11%,-1%,15,38,-1%,-5%,0%,-12%
CCOc1ccc2c(O)csc2c1,0%,5%,0%,0%,u,7,-3,1%,-8%,9%,10%
Cc1c(CC(=O)NCCC(=O)O)c(=O)oc2cc3occ(-c4ccccc4)c3cc12,x,0%,1%,x,2%,-4,-3,10%,8%,10%,23%
CN(Cc1ccccc1)c1nc2c(c(=O)[nH]c(=O)n2C)n1Cc1ccccc1,3%,-1%,-3%,5%,u,3,-3,2%,-17%,14%,0%
COC(=O)CNC(=O)CCCCC(=O)NCC(=O)OC,3%,1%,7%,1%,1%,-4,15,-1%,13%,-9%,-1%
O=C(CSc1nnc(-c2ccc(C(F)(F)F)cn2)s1)c1ccc(Cl)cc1,6%,2%,x,1%,1%,-8,4,4%,x,10%,5%
Cc1cc2c(cc1C)-c1nnnn1C(C)(C)C2,-4%,-1%,1%,-2%,24%,-13,-2,7%,10%,-10%,2%
COc1ccc(C)cc1NC(=O)CCN1CCN(c2ccccc2F)CC1,-1%,-2%,-10%,0%,1%,-10,-7,-3%,-13%,19%,4%
CCOC(=O)C(C)Sc1nc2c(cnn2-c2ccc(F)cc2)c(=O)[nH]1 (stereo not drawn),-3%,1%,-3%,x,8%,-7,-10,7%,7%,-10%,4%
O=C(/C=C/c1ccccc1[N+](=O)[O-])NCc1cccnc1,0%,2%,u,-23%,0%,-1,3,-17%,9%,8%,7%
N#C/C(=C\c1c(Oc2ccccc2Cl)nc2ccccn2c1=O)C(=O)NC1CCS(=O)(=O)C1 (stereo not drawn),3%,0%,u,10%,-20%,-18,6,10%,7%,-9%,x
C/C(=N/NC(=O)CNC(=O)c1cccs1)c1ccco1,4%,2%,-3%,-4%,4%,-3,-1,-3%,x,-4%,3%
CC(=O)N1N=C(c2ccc(C)cc2)OC1c1ccc(C(C)C)cc1 (stereo not drawn),0%,-1%,-8%,-1%,1%,-10,-5,-3%,-2%,-15%,-15%
Cc1cccc(C(C)C)c1NC(=O)c1ccc(OCC2CCCO2)cc1 (stereo not drawn),x,2%,x,x,0%,-16,-5,x,x,3%,-2%
Cc1ccc(O)c(NC(=O)c2cccc(S(=O)(=O)N3CCCCC3)c2)c1,-1%,-2%,2%,3%,2%,-6,-16,-4%,17%,-16%,-1%
COCCn1nnnc1C(c1ccccc1OC)N1CCN(c2ccccc2F)CC1 (stereo not drawn),0%,-2%,-4%,0%,3%,-2,-4,5%,-15%,7%,-1%
Cc1cc(N2CCCC2)nc2ccccc12,-1%,2%,-3%,-5%,3%,x,3,-5%,0%,6%,86%
COc1ccc(C2C(C#N)=C(N)Oc3n[nH]c(C)c32)cc1CSc1ccccn1 (stereo not drawn),0%,-3%,6%,12%,u,-4,-3,4%,6%,-16%,-10%
Cc1ccc(S(=O)(=O)n2nc(C)c(S(=O)(=O)N3CCOCC3)c2C)cc1,0%,0%,-3%,x,-3%,2,-9,-2%,u,2%,2%
Cc1cccc(C)c1N1CCN(c2nc(N(C)C)oc(=O)c2C#N)CC1,-3%,-1%,-10%,-4%,-1%,2,10,1%,-7%,1%,1%
CCOc1ccccc1N1CCN(CC(=O)c2c(N)n(C)c(=O)n(C)c2=O)CC1,4%,0%,-1%,-17%,-15%,11,12,-11%,-4%,-2%,3%
CCCCCCCCCCCCCCCCn1cc[n+](CC(C)=O)c1,2%,1%,4%,0%,-1%,-2,1,6%,u,-8%,u
CCCCOP(=O)(c1ccc(N(C)C)cc1)C(O)c1cccnc1 (stereo not drawn),x,2%,-3%,-4%,-6%,0,10,5%,0%,10%,2%
CCOC(=O)c1c(NC(=O)COC(=O)c2ccc(Cl)nc2)sc(C(=O)N(C)C)c1C,x,0%,x,x,u,-2,-2,-11%,x,-10%,-3%
Cc1ccc(C(=O)Nc2nc(-c3ccco3)c(-c3ccco3)s2)o1,x,0%,x,x,u,12,-19,21%,x,-3%,17%
Cc1cnc(C(=O)Nc2ccc(S(=O)(=O)NCC(C)C)cc2)cn1,1%,0%,-11%,-4%,u,x,6,-4%,-15%,-6%,-2%
FC(F)(F)c1cc(Cl)c2nc(-c3ccccc3)cn2c1,0%,-1%,12%,-3%,21%,-8,-11,-14%,x,8%,3%
O=C(N/N=C/c1ccc(Cl)cc1)c1sccc1OCc1ccc(F)cc1,0%,3%,0%,0%,u,4,16,7%,30%[activator],-5%,-10%
O=C1COc2ccc(C(=O)CSc3nnc(Cc4cccs4)n3-c3ccccc3)cc2N1,0%,0%,1%,-1%,u,25,-3,3%,-15%,2%,-7%
O=C(C(=O)N1CCN(C(=O)c2ccco2)CC1)c1c[nH]c2ccccc12,2%,0%,-5%,-1%,-21%,0,6,-4%,1%,1%,5%

# A portion of the library, so the mix of outcomes need not match the whole.
